# Assay outcomes: PubChem, National Center for Advancing Translational Sciences (NCATS)
# Tb PGK inh = inhibitors of T. brucei phosphoglycerate kinase | PGK/GAPDH coupled, Kinase-Glo luminescence, 60 min | Potency, µM (series often up to 57.5 µM), for the others: at the top dose activity change, negative = inhibition, actives largely listed as inhibitors | actives 0.043% (n = 380,000); also: potency is read from the fitted curve at half-maximal effect; % is scaled to controls: 0 for no effect and ±100 for the full control effect; nearly all actives have a fitted effect of over 60% in size
# Target sequence (P07378 whole entry, looked up): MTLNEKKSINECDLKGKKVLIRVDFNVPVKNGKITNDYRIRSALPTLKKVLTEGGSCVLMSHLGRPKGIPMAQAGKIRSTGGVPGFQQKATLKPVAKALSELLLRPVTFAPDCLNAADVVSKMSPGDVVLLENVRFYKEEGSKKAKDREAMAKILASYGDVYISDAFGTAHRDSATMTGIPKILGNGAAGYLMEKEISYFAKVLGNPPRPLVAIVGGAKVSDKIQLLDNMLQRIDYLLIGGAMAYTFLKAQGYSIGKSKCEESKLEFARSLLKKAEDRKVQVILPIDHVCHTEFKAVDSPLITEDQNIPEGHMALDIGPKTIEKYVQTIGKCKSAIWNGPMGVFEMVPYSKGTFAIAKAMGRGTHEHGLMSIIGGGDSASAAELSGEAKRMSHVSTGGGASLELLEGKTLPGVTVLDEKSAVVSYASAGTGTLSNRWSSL
#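 Luminescent ATP detection (Kinase-Glo Plus) follows a 60-minute room-temperature incubation, with wells lacking PGK as controls. Buffer: 100 mM TEA (pH 7.6), 5 mM MgCl2, 0.01% Tween-20. Coupling enzyme GAPDH (100 nM final) supplies unstable 1,3-BPG in-well.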
# PI4K2A block = blocks human PI4K2A kinase activity; Q9BTU6; purified PI4K2A, ADP-Glo luminescence, 1 h; active compounds read low; activity change, negative = inhibition, % at 76.9 µM; actives 0.13% (n = 420,000); AID 1346378; in the data active = activity change below about -50%; inconclusive = mostly about -30% to -49%;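 also: -100% = wells without enzyme as full effect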
#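 PI4K2A activity was measured by ADP-Glo luminescence: enzyme (4 ug/mL stock) and phosphatidylinositol (1.2 mM stock) in Tris pH 7.5/MgCl2/EGTA/Triton X-100 buffer were reacted with ATP (300 microM stock) for one hour at ambient temperature.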
# Pol eta inh = DNA polymerase eta (human) inhibition; Q9Y253; recombinant Pol eta, fluorescent DNA replication assay; Potency, µM (highest dose often 114 µM), for the others: at the top dose activity change, negative = inhibition, actives largely listed as inhibitors; actives 1.2% (n = 390,000); AID 588591; also: potency is read from the fitted curve at half-maximal effect; % is scaled to controls: 0 for no effect and ±100 for the full control effect
#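 Pol eta (10 nM) was preincubated with compounds for 15 min at room temperature, after which fluorescent replication substrate (50 nM final) was added to start the reaction. Fluorescence was read kinetically at 0 and 10 min.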
# BAZ2B block = BAZ2B (human) inhibition. AlphaScreen BAZ2B-H3K14Ac peptide displacement. Q9UIF8. actives 4.4% (n = 360,000). Potency, µM (top dose mostly 114 µM), for the others: at the highest dose activity change, negative = inhibition, usual class: inhibitors; also: potency is read from the fitted curve at half-maximal effect; % is scaled to controls: 0 for no effect and ±100 for the full control effect; nearly all actives have a fitted effect of over 60% in size
#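 AlphaScreen luminescence quantifies BAZ2B engagement of H3K14Ac peptide; the protein and biotinylated peptide are both at 50 nM final, buffer PBS pH 7.4 with 0.01% Tween-20, all steps at room temperature.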
# G9a block = blocks human histone lysine methyltransferase G9a; Q96KQ7; Potency, µM (top dose mostly 102 µM), for inactives: at the highest dose activity, negative = inhibition, actives largely listed as inhibitors; AID 504332; G9a H3K9 monomethylation, AlphaScreen, 2 h; actives 8.8% (n = 350,000); also: potency is read from the fitted curve at half-maximal effect; % is scaled to controls: 0 for no effect and ±100 for the full control effect; nearly all actives have a fitted effect of over 75% in size
# Target sequence (Q96KQ7 913-1193 limits assumed): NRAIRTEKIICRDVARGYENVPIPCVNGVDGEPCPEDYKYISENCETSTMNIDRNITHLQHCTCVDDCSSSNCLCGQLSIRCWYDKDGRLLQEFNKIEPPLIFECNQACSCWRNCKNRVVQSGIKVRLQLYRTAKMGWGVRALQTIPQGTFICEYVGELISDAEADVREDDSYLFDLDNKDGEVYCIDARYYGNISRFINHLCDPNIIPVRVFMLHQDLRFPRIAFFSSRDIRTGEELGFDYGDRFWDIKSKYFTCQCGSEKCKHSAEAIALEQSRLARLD
#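 Enzyme 20 nM + cpd, 15 min RT; add b-H3K9 pep 500 nM / SAM 20 uM; 2 h RT; anti-H3K9me1 Ab 0.5 ug/mL + SA donor / anti-rabbit acceptor beads 20 ug/mL each, 10 min; AlphaScreen read.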
# JMJD2A Tudor = inhibitors of human JMJD2A Tudor domain | actives 4.4% (n = 390,000) | Potency, µM (doses to about 114 µM), without a hit: at the top dose activity change, negative = inhibition, most hits filed as inhibitors | AlphaScreen JMJD2A-Tudor / H3K4me3 peptide binding | O75164; also: potency is read from the fitted curve at half-maximal effect; % is scaled to controls: 0 for no effect and ±100 for the full control effect; nearly all actives have a fitted effect of over 50% in size
# GLS inh = glutaminase GLS (human) inhibition | O94925 | GLS enzymatic activity, qHTS titration | Potency, µM (top dose mostly 45.5 µM), for inactives: top-dose activity change, negative = inhibition, hits mostly inhibitors | actives 0.21% (n = 410,000); also: potency is read from the fitted curve at half-maximal effect; % is scaled to controls: 0 for no effect and ±100 for the full control effect
#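 Two-point fluorescence kinetic (t0, 30 min RT) for hKGA; glutamate detected via glutamate oxidase–HRP–Amplex Red. Substrate: 1 mM L-glutamine solution; buffer 45 mM KH2PO4, pH 8.2.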
# HP1b binding inh = inhibitors of HP1-beta chromodomain binding to methylated histone tails. P83916. AlphaScreen HP1-beta / biotin-H3K9me3 peptide binding. Potency, µM (highest dose often 114 µM), without a hit: top-dose activity change, negative = inhibition, most hits filed as inhibitors. actives 0.56% (n = 390,000); also: potency is read from the fitted curve at half-maximal effect; nearly all actives have a fitted effect of over 70% in size; inactives centre near 23
# Target sequence (P83916 whole entry, looked up): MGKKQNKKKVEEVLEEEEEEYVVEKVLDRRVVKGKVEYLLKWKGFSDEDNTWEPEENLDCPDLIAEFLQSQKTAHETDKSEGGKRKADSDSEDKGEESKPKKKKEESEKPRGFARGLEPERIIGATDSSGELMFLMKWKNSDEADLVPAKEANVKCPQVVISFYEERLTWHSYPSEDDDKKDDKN
#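 Compound inhibition of the preformed complex between 50 nM HP1-beta and 50 nM biotinylated H3K9me3 peptide was read by AlphaScreen. Buffer was PBS pH 7.4 with 0.01% Tween-20. Incubations ran 30 min at room temperature, with 10 ug/mL donor/acceptor beads.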
# Pin1 inhibitor = inhibitors of human Pin1 | Pin1 FP peptide displacement, HiFluor488, 10 min | Potency, µM (top dose mostly 115 µM), for the others: at the top dose activity, negative = inhibition, actives largely listed as inhibitors | actives 0.009% (n = 390,000) | AID 504891; active = well fitted inhibition curve with a large enough effect in the polarisation, with a control signal flat, not every such curve was filed as active; inconclusive = small, poorly fitted or top-dose-only effect, or effect the other way, or a change in a side signal; inactive = no such curve, though single readings can be large or run the other way; the % refers to the polarisation; also: potency is read from the fitted curve at half-maximal effect; % is scaled to controls: 0 for no effect and ±100 for the full control effect
# Target sequence (Q13526 whole entry, looked up): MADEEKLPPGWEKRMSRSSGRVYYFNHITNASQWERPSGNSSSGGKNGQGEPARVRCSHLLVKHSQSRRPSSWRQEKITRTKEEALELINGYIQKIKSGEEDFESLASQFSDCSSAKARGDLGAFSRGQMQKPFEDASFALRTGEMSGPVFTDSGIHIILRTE
# * hit, by the source's call; i = inactive; u = inconclusive; x = no result given; [ ] = dose if it differs, or a comment. Unless noted, calls follow the shape of the dose curve; as a rule, active = well fitted curve in the direction sought with a large enough effect; inconclusive = small, poorly fitted or top-dose-only effect, or another doubt; inactive = no such curve, though single readings can be large; an effect the other way counts as inactive or inconclusive. The list is partial (hit frequency here may not be typical).
SMILES,Tb PGK inh,PI4K2A block,Pol eta inh,BAZ2B block,G9a block,JMJD2A Tudor,GLS inh,HP1b binding inh,Pin1 inhibitor
CN(C)c1ccc(CNC(=O)c2ccc(NC(=O)N3CCCCc4ccccc43)cc2)cc1,-9.5%,-1.4,-17.1%,28.2µM*,u,35.5µM*,50.2%[activator],8.6%,-3.5%
Cc1cc(C(=O)OCC(=O)Nc2cccnc2Cl)c2ccccc2n1,-3.2%,3.1,-13.6%,-7.6%,-2.4%,-10.7%,1.3%,15.6%,-2.0%
Cc1cccc(Cn2cccc2CNS(=O)(=O)c2ccccc2F)c1,-1.7%,5.0,-21.3%,-27.7%,7.2%[12.7 µM],-11.3%,4.8%,16.4%,0.7%
O=c1[nH]c(N/N=C\c2ccc3c(c2)OCO3)nc2ccccc12,-9.7%,-2.1,-19.4%,-24.6%,x,-7.6%,0.0%,32.1%,-2.7%
CCOc1ccccc1Nc1nnc(SCC(=O)NCC2CCCO2)s1 (centres undefined),-9.7%,-5.0,-3.0%,x,x,-8.2%,-10.7%,8.0%,2.2%
O=C(NCc1ccco1)C(c1ccccc1F)N(Cc1cccnc1)C(=O)Cn1nnc2ccccc21 (centres undefined),-1.2%,2.8,1.9%,5.0%,9.8%[12.7 µM],-0.8%,5.6%,32.9%,-12.3%
Cc1c(N)cc2c(c1N)C(C)(C)CC2(C)C,-2.1%,6.0,-16.5%,x,x,-34.7%,5.4%,-10.1%,-1.0%
O=C(CCN1C(=O)S/C(=C\c2ccccc2)C1=O)NC1CCS(=O)(=O)C1 (centres undefined),-3.0%,-5.5,-10.5%,-32.8%,7.3%,-6.2%,-5.0%,42.5%[activator],1.2%
Cc1onc(C(=O)NCCc2ccccc2)c1[N+](=O)[O-],9.4%,-7.9,-3.0%,-11.3%,5.5%,6.3%,-7.4%,12.6%,-0.7%
CCCNC(=O)CCNC(=O)c1ccc(C(C)(C)C)cc1,-4.6%,11.6,-10.3%,-6.5%,u,-9.5%,-10.6%,9.0%,-3.8%
CC(C(=O)Nc1ccc2c(c1)OCO2)N1CCN(C)CC1 (centres undefined),-7.0%,-5.2,-14.2%,44.7µM*,14.1µM*,0.794µM*,4.7%,22.4µM*,-10.7%
COc1ccc(NC(=O)Nc2cc(C)ccc2F)cc1OC,4.8%,-1.8,-2.1%,17.9%,x,-11.8%,-8.8%,13.8%,3.5%
Cc1ccc2c(c1)N(C(=O)N1CCC(C(=O)NC3CCCCCC3)CC1)CC(C)O2 (centres undefined),-9.9%,1.4,-17.0%,-0.5%,-0.4%[59 µM],1.6%,-0.1%,57.3%[activator],-8.4%
Cc1nc2c(c(=O)n1CCC(C)C)c1nc3ccccc3nc1n2Cc1ccc2c(c1)OCO2,-0.4%,-21.4,-0.3%,-4.5%,-0.6%[59 µM],-12.2%,8.1%,23.3%,10.4%
COc1ccc2nc(NC(=O)CS(=O)(=O)Cc3ccccc3)sc2c1,-11.6%,-3.5,-13.0%,-8.7%,13.7%,3.4%,-1.1%,18.5%,24.8%
Cc1cccc(NC(=O)COC(=O)c2n[nH]c3ccccc23)c1C,-2.8%,7.0,-8.0%,6.7%,24.2%[59 µM],-19.8%,-1.1%,20.0%,18.3%
COCCn1c(C)cc(C(=O)CN2C(=O)C(=O)N(CCC3=CCCCC3)C2=O)c1C,-6.4%,1.4,-16.2%,x,x,x,-4.8%,x,x
O=C(Cc1cccs1)N/N=C/C=C/c1ccccc1[N+](=O)[O-],0.1%,-1.9,-0.1%,-4.1%,5.9%[59 µM],-19.2%,4.5%,12.8%,1.8%
CN(C)c1ccc(-c2nnc(-c3ccc(S(=O)(=O)C(F)F)cc3)o2)cc1,-7.9%,10.5,-11.2%,5.8%,13.1%[59 µM],9.9%,-7.4%,38.9%,u
CCOc1ccccc1N1CCN(C(=O)Cc2ccc(S(=O)(=O)N3CCOCC3)s2)CC1,0.3%,1.3,-10.2%,-0.2%,-41.6%,-14.5%,0.9%,17.5%,11.4%
CNC(=O)COc1ccc(-c2nn(C)c(=O)c3ccccc23)cc1,-8.7%,5.5,8.5%,-0.2%,-11.7%[12.7 µM],10.5%,x,17.8%,-3.1%
CCc1ccc(N2CC(C(=O)Nc3ccccc3N3CCCC3)CC2=O)cc1 (centres undefined),-0.6%,5.2,-4.4%,x,x,x,-5.1%,x,x
CCOc1ccc(OCCC(=O)N(CC)CC(=O)NCc2cccs2)cc1,-11.0%,-18.0,-20.1%,-1.7%,0.6%[12.7 µM],-16.7%,1.1%,15.3%,-4.5%
NC(=O)C1=C[C@H](c2ccc(Br)cc2)C[C@H](OCc2ccc(CO)cc2)O1,4.5%,-0.2,-7.9%,-6.5%,x,-15.6%,-4.8%,24.3%,2.4%
CCn1cc(/C=C/C(=O)Nc2ccn(Cc3c(F)c(F)cc(F)c3F)n2)cn1,i,-8.6,-9.9%,-6.1%,44.7µM*,-24.9%,-0.2%,7.7%,5.7%
COc1cc(/C=N/NC(=O)c2ccncc2)ccc1OC(=O)c1cc(OC)c(OC)c(OC)c1,-8.3%,1.6,-7.8%,-0.9%,11.3%[59 µM],-22.4%,1.4%,-8.3%,-2.7%
CC1CCN(c2ccc3c(c2)S(=O)(=O)c2cccc(C(=O)O)c2C3=O)CC1,-9.5%,-4.3,-11.9%,x,x,-14.4%,4.8%,20.1%,u
Cc1cccc(CC(=O)NC2CC(=O)N(c3ccccc3)C2)c1 (centres undefined),-5.6%,-4.3,0.4%,0.7%,8.8%[59 µM],-18.5%,2.1%,11.3%,-6.9%
CCOC(=O)CC1C(=O)NCCN1S(=O)(=O)c1ccc(NC(C)=O)cc1 (centres undefined),8.2%,1.5,6.4%,3.5%,19.9%,-8.9%,2.9%,26.1%,-8.6%
Cc1ccc(N(CCCCN2C(=O)c3ccccc3C2=O)C(=O)c2cccc([N+](=O)[O-])c2)cc1,-7.2%,0.8,-12.5%,-33.6%,u,u,-6.0%,-10.9%,3.1%
CC1(C)CC(N2CCOCC2)=CC(=[N+]2CCOCC2)C1,i,-1.5,-5.7%,-14.6%,39.8µM*,u,-9.8%,u,-7.6%
O=C(c1cc2c(s1)CCCC2)N1CCN(C(=O)C2CCCO2)CC1 (centres undefined),7.9%,-5.0,-7.3%,5.9%,15.8µM*,-5.3%,4.9%,9.7%,2.4%
Cc1cccc(NC(=O)CSc2nc3c(c(=O)[nH]2)CCC3)c1C,5.8%,1.1,-14.2%,2.3%,13.8%[59 µM],-15.5%,12.7%,u,-2.9%
CC(C)(C)c1ccc(-n2ncc3c2CCCC3NC(=O)c2ccncc2)cc1 (centres undefined),-11.2%,2.0,-19.9%,x,x,-16.2%,7.7%,13.4%,-1.4%
C=CCn1c(SCc2csc(C)n2)nc2scc(-c3ccc(C)o3)c2c1=O,-6.4%,3.7,-17.3%,-22.9%,10µM*,-30.8%,4.8%,14.3%,13.2%
CCOc1ccccc1C(C(=O)NCCOC)N(CCOC)C(=O)Cn1nnc2ccccc21 (centres undefined),-1.0%,-2.2,-17.0%,-2.0%,12.9%,-3.9%,-8.5%,31.9%,2.4%
COc1cc(C(=O)CCN2CCC(c3ccccc3)C2)cc(OC)c1OC (centres undefined),1.1%,15.8,-8.5%,-33.3%,3.55µM*,-28.9%,-12.5%,23.8%,-1.0%
CCOc1ccc(-n2c(COc3ccccc3)nnc2SCC(N)=O)cc1,-9.3%,3.6,-11.8%,-4.2%,u,-20.6%,0.6%,22.9%,5.0%
Cc1cc(OCCN2CCC(Cc3ccccc3)CC2)ccc1[N+](=O)[O-],-0.5%,-2.2,-16.3%,u,39.8µM*,u,-13.5%,u,-20.5%
CC(C)NC(=O)CCNS(=O)(=O)c1ccc(Br)cc1,-0.7%,2.5,-1.8%,-2.2%,8.0%,1.4%,-18.9%,57.6%[activator],5.2%
COc1ccc(CNC(=O)CSc2nnc(C(F)(F)F)n2C)cc1,6.4%,-1.6,-10.7%,-11.8%,-5.0%,1.7%,-10.7%,18.3%,10.8%
Cc1cc(C(=O)OCC(=O)N2CC(=O)Nc3ccccc32)no1,-7.1%,-2.7,-12.1%,x,-4.7%[59 µM],-17.9%,-14.8%,18.2%,-4.3%
CN1CCCN(C(=O)c2ccccc2Cl)CC1,-10.0%,-2.6,-15.5%,14.6%,x,-13.2%,-2.3%,57.1%[activator],0.0%
CN(C)S(=O)(=O)c1cccc(NC(=O)COc2nc3ccccc3nc2N2CCOCC2)c1,-4.9%,0.2,-14.0%,-23.0%,u,-26.2%,7.4%,11.1%,25.6%
COc1ccc(S(=O)(=O)n2nc(OCc3cccs3)cc2N)cc1,-1.6%,-1.1,-8.6%,-19.8%,14.0%[12.7 µM],-24.3%,-0.6%,4.6%,-5.0%
CC(=O)N1CCc2c(sc3c2c(=O)n(CCc2ccccc2)c(=O)n3CC(=O)Nc2ccc(C)c(F)c2)C1,i,0.5,-6.0%,-17.6%,-8.5%[59 µM],-24.7%,-10.5%,1.6%,61.0%[activator]
COc1ccc(CO/N=C/c2c(C)[nH]c(=O)[nH]c2=O)cc1,4.0%,3.8,-13.0%,6.1%,22.9%,-16.5%,3.7%,26.4%,-0.3%

# Shown as a hit in HP1b binding inh, among the entries above:
SMILES,Tb PGK inh,PI4K2A block,Pol eta inh,BAZ2B block,G9a block,JMJD2A Tudor,GLS inh,HP1b binding inh,Pin1 inhibitor
CC(C(=O)Nc1ccc2c(c1)OCO2)N1CCN(C)CC1 (centres undefined),-7.0%,-5.2,-14.2%,44.7µM*,14.1µM*,0.794µM*,4.7%,22.4µM*,-10.7%
